# SMN2 splice enh: qHTS Assay for Enhancers of SMN2 Splice Variant Expression; HEK293 SMN2-luciferase splicing reporter, luminescence, 30-36 h; Potency, µM (top dose mostly 46.1 µM), without a hit: at the top dose activity change, positive = activation, most hits filed as activators; hit rate 2.8% among 210,000; AID 1458, 2008; active = well fitted activation curve with a large enough effect; inconclusive = small, poorly fitted or top-dose-only effect; inactive = no such curve, though single readings can be large or run the other way; note: % of control where 0% means no effect; nearly all actives have a fitted effect of over 55% in size
#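 HEK293 cells carry an SMN2 minigene-luciferase reporter in which exon 7 inclusion puts luciferase in frame. Cells were seeded at 2000 cells/well, attached for 10-12 hours, then exposed to compounds for 30-36 hours at 37C before ONE-Glo luminescence.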
# * marks the source's active call; other numbers are inactive results; ? = inconclusive; [ ] = remark or other dose. Potency is the fitted concentration of half-maximal effect.
SMILES,SMN2 splice enh
Cc1csc2nc(COc3ccccc3NC(=O)c3ccccc3Cl)cc(=O)n12,6%
Cc1c(NS(=O)(=O)c2cccc(C(=O)O)c2)c(=O)n(-c2ccccc2)n1C,-7%
CCc1c(C)sc(NC(=O)C2c3ccccc3Oc3ccccc32)c1C(=O)OC(C)C,-19%
CCC(C)NC(=O)CCSc1nc(-c2ccc3c(c2)OCO3)cc(C(F)(F)F)n1 (stereo unspecified),17%
COc1ccccc1CNC(=O)COc1cc(=O)n(C)c2ccccc12,0%
Cc1ccc(NC(=O)CSc2nc3c(oc4ccccc43)c(=O)n2-c2ccc(F)cc2)c(C)c1,-5%
CCOc1ccccc1CNC(=O)c1ccc(Cn2c(SCc3ccccc3)nc3cccnc32)cc1,-6%
CCc1nc2c(cnn2-c2ccc(Cl)cc2)c(=O)n1-c1ccc(OC)c(Cl)c1,-2%
Cc1cccc(Cn2c(COc3ccc(Cl)cc3)nc3ccccc32)c1,-10%
O=C(CN1C(=O)COc2ccc(S(=O)(=O)N3CCOCC3)cc21)N1CCN(c2cccc(C(F)(F)F)c2)CC1,3%
COc1ccccc1-c1nnc(SCC(=O)c2ccc(F)cc2)n1-c1ccccc1,-2%
COc1ccccc1NC(=O)C1=C(C)Nc2nc(SCc3ccccc3F)nn2C1c1cccnc1 (stereo unspecified),0%
Cn1c(=O)n(-c2cccc(Cl)c2)c(=O)c2sc3ccccc3c21,-2%
CCOC(=O)c1cc(-c2ccc(C)cc2)n(CC(=O)Nc2ccc(OC)cc2OC)c1C,-4%
CC(=O)Nc1ccc(NC(=O)CSc2nnc3c4cc(Br)ccc4n(C)c3n2)cc1,4%
CCCCn1c(=NC(=O)c2c(-c3c(F)cccc3Cl)noc2C)c(C(=O)OCC)cc2c(=O)n3ccccc3nc21,7%
COc1cccc(-c2cc(C(=O)N3CCN(c4ccc(F)cc4)CC3)no2)c1,8%
COc1ccc(NC(=O)CCc2c(C)nc3c(-c4ccccc4)c(C)nn3c2C)cc1Cl,-1%
Cc1cccc(NC(=O)Cn2cc(C(=O)C3CCCCC3)c3ccccc32)c1,-8%
O=C(NC1CCCC1)c1ccc(CSc2nc3ccncc3n2Cc2cccc(F)c2)cc1,-1%
Cc1cc(C)cc(NC(=O)C2CCN(S(=O)(=O)c3c(C)noc3/C=C/c3ccco3)CC2)c1,-5%
COc1ccccc1NC(=O)CSc1oc(-c2ccc(F)cc2)nc1S(=O)(=O)c1ccc(Br)cc1,6%
COc1ccc(-n2nc3cc(C)c(NC(=O)Cc4ccc(Cl)cc4)cc3n2)cc1,-4%
Cn1c2ccccc2c2c(C(=O)N3CCN(c4cccc(Cl)c4)CC3)cn(C3CCCCC3)c(=O)c21,-3%
CCOC(=O)c1c(NC(=O)Cc2coc3cc(C)ccc23)sc2c1CCCC2,3%
# Going on with the list.
SMILES,SMN2 splice enh
Cc1ccc(NC(=O)/C(C#N)=C/c2ccccc2Cl)cc1C,-7%
CCOC(=O)c1cccc(NC(=O)C2=C(C)C(=O)OC23CCCCC3)c1,-3%
Cc1cc2c(c3oc(=O)c4ccccc4c13)CN(Cc1ccc(F)cc1)CO2,-6%
Cc1ccc(NC(=O)c2sc3ccccc3c2Cl)cc1,8.9µM*
O=C(CCc1nnc2n(Cc3ccccc3Cl)c(=O)c3ccccc3n12)Nc1ccc(F)cc1,2%
COc1cccc(NC(=O)c2sc3nc(C)c(C(=O)Nc4ccc(C)cc4C)c(-c4ccco4)c3c2N)c1,7%
CCn1c(CNC(=O)c2ccc(OC)cc2)nnc1SCC(=O)Nc1ccccc1,-2%
Cc1ccc(-n2nc(-c3ccc(F)cc3)c3cnc4cc5c(cc4c32)OCO5)cc1C,-19%
COc1cccc2cc(S(=O)(=O)c3ccc(F)c(C)c3)c(=O)oc12,-5%
COc1cc(Cl)c(C)cc1NC(c1ccccc1)c1nnc(-c2ccccc2Cl)o1 (stereo unspecified),-10%
COc1cc(OC)c(C(=O)NCc2nc(-c3ccccc3)no2)cc1OC,-17%
COc1ccc(NC(=O)c2cc3nc(-c4ccc(Cl)c(Cl)c4)cc(C(F)(F)F)n3n2)c(OC)c1,4%
Cc1cccc(CS(=O)(=O)c2ncc(Cl)c(C(=O)Nc3nnc(C(C)C)s3)n2)c1,-5%
CCOC(=O)c1c(C)c(-c2ccccc2)n(CC(=O)Nc2cc(OC)cc(OC)c2)c1C,-39%[inhibitor]
O=C(Nc1cccc(-c2nc3ccccc3[nH]2)c1)c1c(F)cccc1F,10%
CCOC(=O)C1CCN(c2nc3c(S(=O)(=O)c4ccc(C)c(C)c4)nnn3c3ccc(Cl)cc23)CC1,2%
COc1cc(CNCc2c(C(=O)O)c(C)n(Cc3cccc(Cl)c3)c2C)cc(OC)c1OC,-2%
Cc1ccccc1C(=O)Nc1ccc2nc(N3CCCCC3)cc(C)c2c1,?
Cc1nc2sc(C(=O)N(C)Cc3ccccc3)c(NC(=O)c3ccccc3)c2c(C)c1Cl,11%
CCOc1ccc(CCn2c3c(c(=O)[nH]c2=O)C(NC(=O)c2ccccc2)(C(F)(F)F)C(=O)N3)cc1OCC (stereo unspecified),0%
COc1cccc(CCNC(=O)c2c(O)nc3c(C)cccn3c2=O)c1,-4%
COc1ccc(-c2[nH]ncc2C(=O)NCc2ccccc2C)cc1,-5%
O=C(CCC(=O)OCC(=O)c1ccc(Cl)cc1)Nc1ccc(Oc2ccccc2)cc1,1%
CC(C)Sc1ncc(Cl)c(C(=O)Nc2ccc(S(=O)(=O)N3CCCCC3C)cc2)n1 (stereo unspecified),46%
O=C(CCS(=O)(=O)c1nc(-c2ccc3c(c2)OCO3)cc(C(F)(F)F)n1)Nc1ccc(F)c(Cl)c1,-15%

# Brought forward from above: 2 compounds, then new ones.
SMILES,SMN2 splice enh
CC(C)Sc1ncc(Cl)c(C(=O)Nc2ccc(S(=O)(=O)N3CCCCC3C)cc2)n1 (stereo unspecified),46%
O=C(CCS(=O)(=O)c1nc(-c2ccc3c(c2)OCO3)cc(C(F)(F)F)n1)Nc1ccc(F)c(Cl)c1,-15%
COc1ccc(C(=O)Oc2ccc(C3NC(=O)c4c(sc5c4CCN(C)C5)N3)cc2OC)cc1 (stereo unspecified),0%
Cc1ccccc1CSCCNC(=O)CN(c1ccccc1)S(=O)(=O)N(C)C,-14%
CCn1c2ccccc2c2cc(CN3CCN(Cc4ccc(Br)cc4)CC3)ccc21,-15%
Cc1ccc2c(c1)cc1c(=O)n(CC(=O)NC(C)CCc3ccccc3)nc(C)n12 (stereo unspecified),-7%
CCOc1ccc(C2C(C(N)=O)=C(C)Nc3nc(SCc4ccccc4F)nn32)cc1 (stereo unspecified),-4%
Cc1cc(C)cc(NS(=O)(=O)c2c(C)nc3scc(C)n3c2=O)c1,-1%
Cc1cc(C)cc(Nc2nnc(-n3nc(C)cc3C)c3ccccc23)c1,3%
COc1ccc(-c2noc(CSc3nc4ccccc4[nH]3)n2)cc1OC,-51%[inhibitor]
Cc1ccc2oc(=O)n(CCCOc3ccccc3Cl)c2c1,?
NC1=NC(c2cc(F)cc(F)c2)n2c(nc3ccccc32)N1 (stereo unspecified),2%
Cc1ccc(CCNC(=O)C2CCN(c3nnc(-n4cccc4CNc4ccc(C)cc4)s3)CC2)cc1,-34%[inhibitor]
CCn1cc(C(=O)NCCc2ccc(Cl)cc2)c(=O)c2cc(S(=O)(=O)N3CCC(C)CC3)ccc21,4%
O=C(CSc1c2c(nc3ccccc13)CCC2)Nc1ccc(F)cc1,-14%
O=c1c2ccccc2n(Cc2c(F)cccc2Cl)c(=O)n1CCc1ccccc1,-1%
COCCCNc1nc2cc(OC)c(OC)cc2c2nc(-c3ccccc3)nn12,2%
Cc1ccccc1Cn1c2ccccc2c2cnn(CC(=O)N3CCC(C)CC3)c(=O)c21,7%
CCCCOc1cccc(C(=O)Nc2sc3c(c2C(=O)OCC)CCCC3)c1,-2%
Cc1ccc(OCCn2nnc3sc4c(c3c2=O)CCC(C(C)(C)C)C4)cc1 (stereo unspecified),-6%
CCOc1ccc(CCNC(=O)CSc2nnnn2-c2ccccc2Cl)cc1OCC,-10%
Cc1cccc(N2CCN(C(=O)c3oc(=O)c4ccccc4c3-c3ccccc3)CC2)c1C,-1%
Cc1coc2c(C)c3oc(=O)c(CCC(=O)NCCc4ccc(Cl)cc4)c(C)c3cc12,0%
COc1ccc(-c2cc(C(F)(F)F)n3nc(C(=O)O)c(Cl)c3n2)cc1OC,-2%
COc1cc(C2CC(=O)Nc3cc4c(cc32)OCO4)cc(OC)c1O (stereo unspecified),1%
Cc1ccc(CNC(=O)CCCn2c(=O)c3ccccc3n(CC(=O)C(C)(C)C)c2=O)cc1,-6%
CCCOc1cccc(C2c3c(oc4ccc(F)cc4c3=O)C(=O)N2CCc2ccc(OC)cc2)c1 (stereo unspecified),0%
# More entries:
SMILES,SMN2 splice enh
Cc1cc(C)cc(NS(=O)(=O)c2ccc3[nH]cc(C(=O)N(C)Cc4ccccc4)c(=O)c3c2)c1,-3%
O=C(Cc1ccccc1F)N1CCC(c2nc3c(nnn3Cc3cccc(Cl)c3)c(=O)[nH]2)CC1,4%
Cc1ccc(NC(=O)Cn2c(=O)n(Cc3ccccc3)c(=O)c3c(C)c(C)sc32)c(C)c1,-13%
Cc1cc(Br)ccc1NC(=O)C(Cc1ccccc1)NS(=O)(=O)c1ccc(Br)s1 (stereo unspecified),6%
CCc1ccccc1NC(=O)C(CCSC)NS(=O)(=O)c1ccc2c(c1)oc(=O)n2C (stereo unspecified),8%
COc1cc(CN2CCN(S(=O)(=O)c3ccccc3)CC2)cc(OC)c1O,0%
CC1CCN(C(=O)c2cc(-c3cccc(Cl)c3)on2)CC1,?
Cc1cccc(NC(=O)c2c(NC(=O)C(F)(F)F)sc3c2CCCCC3)c1,-64%[inhibitor]
Cc1c(NC(=O)c2ccc(-c3ccc(F)cc3)o2)cccc1-c1nc2ncccc2o1,-2%
COc1ccc(CNC(=O)CN(c2ccc(C)cc2)S(=O)(=O)c2c(C)noc2C)cc1,3%
CCCCN(Cc1ccccc1)S(=O)(=O)c1cc(Br)cc2c1N(C(=O)C1CC1)CC2,-12%
O=C(CSc1oc(-c2ccco2)nc1S(=O)(=O)c1ccc(Cl)cc1)c1ccccc1,12%
O=C(CNS(=O)(=O)c1cccs1)N1CCN(c2ccccc2F)CC1,15%
COc1ccc2c(c1)-c1nc(NC(=O)c3cccc(Br)c3)sc1CC2,-26%
Cc1ccc(CN(Cc2ccco2)C(=O)COc2cc(C)c(Cl)c(C)c2)cc1,-22%
O=C(Nc1ccc2oc(-c3ccc(Br)cc3)nc2c1)c1cc2ccccc2o1,?
O=C(Cn1c(=O)n(Cc2ccccc2)c(=O)c2sc3ccccc3c21)Nc1ccccc1,-9%
CCC1CCc2nc3sc(C(=O)Nc4ccc(F)cc4F)c(N)c3cc2C1 (stereo unspecified),-15%
COc1ccc(-c2cc3nc(C)c(CCC(=O)NCCc4ccc(Cl)cc4)c(C)n3n2)c(OC)c1,9%
Cc1ccc(Cn2c(C)c(CNCC(C)c3ccccc3)c(C(=O)O)c2C)cc1 (stereo unspecified),-9%
CCC(C(=O)Nc1ccccc1C(=O)OC)n1c(C)c2cnn(-c3ccccc3)c(=O)c2c1C (stereo unspecified),-4%
COc1cccc(CNC(=O)C2CCN(c3nn4c(=O)cc(C)nc4s3)CC2)c1,-2%
COc1cc(OC)c(Nc2nc3ccccc3c3nncn23)cc1Cl,0%
CCc1ccc(-n2c(Cc3ccccc3)nnc2SCc2nc(-c3cccs3)no2)cc1,12%
COc1ccc(OC)c(-c2noc(CSc3nnc(-c4ccccc4)n3-c3ccccc3)n2)c1,1%
# Following part
SMILES,SMN2 splice enh
O=C(O)CCCNc1cc(N2CCN(C3CCCCC3)CC2)c2noc3c2c1C(=O)c1ccccc1-3,-5%
Cc1ccc(S(=O)(=O)NC2(C(F)(F)F)NC(=O)N(c3ccc(F)cc3)C2=O)cc1 (stereo unspecified),3%
Cc1cccn2c(=O)c(/C=C(\C#N)c3nc4ccccc4n3C)c(Oc3ccc(Br)cc3)nc12,6%
CCS(=O)(=O)c1ncc(Cl)c(C(=O)N2CCN(c3cccc(Cl)c3)CC2)n1,-83%[inhibitor]
Cc1ccc(C)c(NC(=O)Cn2cc(C(=O)c3cccs3)c3ccccc32)c1,15%
COc1cc(/C=C(\C#N)c2nc3ccc(C)cc3[nH]2)ccc1OC(C)C,-7%
Cc1nc2ccc(S(=O)(=O)NCC(=O)NCc3ccc(Cl)cc3)cc2s1,-15%
Cc1cccc(C)c1NC(=O)Nc1csc2c1CCCC2,3%
Cc1ccc2nc(NS(=O)(=O)c3ccc(Cl)cc3)c(Nc3ccc(C(=O)O)cc3)nc2c1,-23%
CCOc1cc(C#N)c(NC(=O)c2ccc(OC)c(S(=O)(=O)N3CCN(c4ccccc4)CC3)c2)cc1OCC,8%
Cc1ccc(NC(=O)Cn2c(=O)n(Cc3ccc4c(c3)OCO4)c(=O)c3ccccc32)cc1,4%
Cc1nn(-c2ccccc2)c2c1cc1c(=O)[nH]c(=O)nc-1n2-c1cccc(Cl)c1,-22%

# In the list so far, these contain an NH in an aromatic ring.
SMILES,SMN2 splice enh
O=C(Nc1cccc(-c2nc3ccccc3[nH]2)c1)c1c(F)cccc1F,10%
CCOc1ccc(CCn2c3c(c(=O)[nH]c2=O)C(NC(=O)c2ccccc2)(C(F)(F)F)C(=O)N3)cc1OCC (stereo unspecified),0%
COc1ccc(-c2[nH]ncc2C(=O)NCc2ccccc2C)cc1,-5%
COc1ccc(-c2noc(CSc3nc4ccccc4[nH]3)n2)cc1OC,-51%[inhibitor]
Cc1cc(C)cc(NS(=O)(=O)c2ccc3[nH]cc(C(=O)N(C)Cc4ccccc4)c(=O)c3c2)c1,-3%
O=C(Cc1ccccc1F)N1CCC(c2nc3c(nnn3Cc3cccc(Cl)c3)c(=O)[nH]2)CC1,4%
COc1cc(/C=C(\C#N)c2nc3ccc(C)cc3[nH]2)ccc1OC(C)C,-7%
Cc1nn(-c2ccccc2)c2c1cc1c(=O)[nH]c(=O)nc-1n2-c1cccc(Cl)c1,-22%

# A portion of the library; the hit share may differ from the screen's.
